# EPAC1 antagonist: blocks human EPAC1 exchange factor | Potency, µM (series often up to 115 µM), inactives show at the top dose activity change, negative = inhibition, usual class: inhibitors | hit rate 0.14% among 360,000 | AID 720709 | EPAC1 GEF assay, Rap1b-BODIPY-GDP exchange fluorescence;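 note: plate controls were vehicle for no effect and positive control for full effect; nearly all actives have a fitted effect of over 50% in size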
# Target sequence (O95398 whole entry, looked up): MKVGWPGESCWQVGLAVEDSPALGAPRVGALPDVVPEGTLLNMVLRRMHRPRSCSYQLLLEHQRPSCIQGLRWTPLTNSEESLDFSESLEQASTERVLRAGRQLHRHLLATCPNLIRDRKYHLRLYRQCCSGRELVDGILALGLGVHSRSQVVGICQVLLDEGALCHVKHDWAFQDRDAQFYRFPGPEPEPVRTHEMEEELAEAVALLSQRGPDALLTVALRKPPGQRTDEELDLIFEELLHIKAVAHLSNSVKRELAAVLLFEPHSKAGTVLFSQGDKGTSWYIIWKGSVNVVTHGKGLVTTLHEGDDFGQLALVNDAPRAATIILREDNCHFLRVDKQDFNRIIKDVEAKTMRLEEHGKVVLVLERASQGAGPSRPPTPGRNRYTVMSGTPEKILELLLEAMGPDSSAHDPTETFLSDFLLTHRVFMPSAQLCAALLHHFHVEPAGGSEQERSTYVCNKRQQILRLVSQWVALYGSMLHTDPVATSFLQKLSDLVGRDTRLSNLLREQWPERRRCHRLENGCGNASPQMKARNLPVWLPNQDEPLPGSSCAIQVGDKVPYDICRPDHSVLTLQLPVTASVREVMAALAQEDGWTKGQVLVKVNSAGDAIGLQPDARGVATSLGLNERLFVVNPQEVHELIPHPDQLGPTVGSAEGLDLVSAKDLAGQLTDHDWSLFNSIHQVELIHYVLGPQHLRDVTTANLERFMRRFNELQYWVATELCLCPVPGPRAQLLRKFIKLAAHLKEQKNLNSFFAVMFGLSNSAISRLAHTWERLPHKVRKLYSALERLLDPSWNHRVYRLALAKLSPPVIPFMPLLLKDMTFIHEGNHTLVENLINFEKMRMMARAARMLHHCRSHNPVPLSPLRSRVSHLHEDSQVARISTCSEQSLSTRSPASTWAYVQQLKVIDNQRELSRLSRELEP
# TDP43 rescue: rescues yeast growth from TDP-43 toxicity. hit rate 1.8% among 410,000. AID 652104. Potency, µM (top dose mostly 46.1 µM), inactives show top-dose growth rescue (activation), usual class: activators. TDP-43 expressing yeast growth rescue, BacTiter-Glo, 24 h; note: % of control where 0% means no effect; nearly all actives have a fitted effect of over 50% in size
#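 Yeast expressing TDP-43 (pregrown in raffinose, seeded at OD600=0.02 in galactose medium) exposed to compounds 24 hr at 30 deg C. Growth read by BacTiter-Glo luminescence; rescue of toxicity appears as increased signal.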
# EPAC2 antagonist: EPAC2 (human) antagonism; AID 720708; hit rate 0.18% among 360,000; Q8WZA2; EPAC2 GEF exchange of Rap1B-BODIPY-GDP, fluorescence; Potency, µM (doses to about 114 µM), for the others: at the top dose activity, negative = inhibition, usual class: inhibitors; note: % is set by controls: 0 for no effect and ±100 for the full control effect; nearly all actives have a fitted effect of over 45% in size; many of its hits are not listed in these tables
# FUS yeast rescue: rescues growth of FUS-expressing yeast | S. cerevisiae FUS-expressing, growth rescue, OD600, 24 h | Potency, µM (series often up to 76.6 µM), without a hit: top-dose growth rescue (activation), hits mostly activators | hit rate 0.24% among 390,000 | AID 1347120;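 note: plate controls were DMSO vehicle for no effect and reference control for full effect; nearly all actives have a fitted effect of over 55% in size; some results filed as inactive show a strong effect at the top dose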
#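 Toxicity suppression screen in FUS-yeast. Cells induced with 2% galactose, starting OD 0.005, treated 24hr at 30C with compounds at multiple final concentrations; growth by OD600.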
# aSyn rescue: inhibitors of alpha-synuclein toxicity in yeast; Yeast expressing alpha-synuclein, growth rescue, BacTiter-Glo, 24 h; Potency, µM (titrated, usually from 46.1 µM), for inactives: at the highest dose growth rescue (activation), hits mostly activators; hit rate 0.14% among 370,000; note: % of control where 0% means no effect; nearly all actives have a fitted effect of over 65% in size
#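 Galactose-induced alpha-syn yeast (OD600=0.02, raffinose-pregrown) + pinned cpd, 24 hr, 30 deg C; growth by BacTiter-Glo luminescence. Growth restoration scores as activation.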
# PTHR1 ag: activates the human parathyroid hormone receptor PTHR1. Potency, µM (series often up to 115 µM), without a hit: top-dose activation, usual class: activators. hit rate 0.075% among 410,000. HEK293 GP2 PTHR1 cells, GloSensor cAMP luminescence, 1 h. AID 743266; note: nearly all actives have a fitted effect of over 55% in size; some results filed as inactive show a strong effect at the top dose; inactives centre near -15; many of its hits are not listed in these tables
#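 HEK-293-derived GP2 cells expressing PTHR1 and a GloSensor cAMP reporter, 3,000/well, plated overnight, given luciferin plus IBMX (each 0.5 mM as added) for 1 h at 37 °C, then compound for 1 h at 37 °C. Luminescence was read after 15 min at room temperature.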
# EPAC2 ag: activates human EPAC2 exchange factor | Q8WZA2 | EPAC2 activation, biochemical qHTS; response scale: 100% = 6.5 mM cAMP response | Potency, µM (titrated, usually from 154 µM), for inactives: top-dose activation, most hits filed as activators | hit rate 0.079% among 360,000 | AID 720711; note: nearly all actives have a fitted effect of over 50% in size
#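 Guanine nucleotide exchange by EPAC2 is measured as reduced fluorescence of BODIPY-GDP once it is released from 250 nM Rap1B. Plates are read kinetically for 30 min at room temperature; results are scaled to 6.5 mM cAMP.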
# EPAC1 ag: agonists of human EPAC1; hit rate 0.073% among 360,000; EPAC1 agonist qHTS, biochemical assay; response scale: 100% = response to 6.5 mM cAMP; Potency, µM (series often up to 154 µM), inactives show at the top dose activation, hits mostly activators; AID 720707; O95398; note: nearly all actives have a fitted effect of over 60% in size
#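 Compounds were pinned as a concentration titration into mixtures of EPAC1 (100 nM), BODIPY-GDP-loaded Rap1B (250 nM) and GDP (50 uM). After 5 min at room temperature, fluorescence was followed for 30 min; activity was scaled to 6.5 mM cAMP.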
# * = called active by the depositor; i = inactive; ? = inconclusive; . = not tested or not shown; [ ] = dose if it differs, or a comment. Calls come from the whole dose curve; as a rule, active = well fitted curve in the direction sought with a large enough effect; inconclusive = small, poorly fitted or top-dose-only effect, or another doubt; inactive = no such curve, though single readings can be large; an effect the other way counts as inactive or inconclusive. Potency is the fitted concentration of half-maximal effect. These rows are one share of the data; the hit share may differ from the screen's.
SMILES,EPAC1 antagonist,TDP43 rescue,EPAC2 antagonist,FUS yeast rescue,aSyn rescue,PTHR1 ag,EPAC2 ag,EPAC1 ag
COc1ccc(Cl)cc1NC(=O)C[n+]1cccc(C)c1,6%,0%,4%,-27%,-1%,i,2%,-1%
CCn1c(=O)n(CC)c2cc(N3CCCC3)c(NC(=O)c3cc(Cl)ccc3OC)cc21,-3%,20%,-6%,-10%,0%,-33%[inhibitor],5%,8%
Cc1ccc(S(=O)(=O)N2CCC(C(=O)NC3CC(C)(C)NC(C)(C)C3)CC2)cc1,-13%,-23%,3%,17%,-8%,i,-4%,-13%
CC(C)=CCC/C(C)=C/C=N/NC(=O)c1ccccc1[N+](=O)[O-],-21%,-24%,-5%,.,10%,-3%,-6%,-3%
CN(C(=O)CSc1nncn1-c1ccccc1)C1CCS(=O)(=O)C1 (centres undefined),-10%,-13%,0%,11%,1%,-10%,7%,1%
CN(Cc1ccco1)C(=O)c1ccc(N2CCCC2=O)cc1,-14%,-1%,-1%,-12%,2%,i,4%,2%
COCCNC(=O)C(=O)NCC1OCCN1S(=O)(=O)c1ccc(C)cc1 (centres undefined),3%,5%,12%,.,0%,i,3%,4%
COc1ccc(Cl)cc1NC(=O)COC(=O)C(CC(C)C)N1C(=O)C2CC=CCC2C1=O (centres undefined),?,4%,-10%,.,6%,i,-2%,-9%
C#CCOCCOCCOCCNc1nc(N2CCN(C(=O)CCCCCCCCCCNC(=O)[C@@H](CCSC)n3cc(CCO)nn3)CC2)nc(N2CCN(C(=O)CCCCCCCCCCNC(=O)[C@@H]([C@H](C)O)n3cc(C)nn3)CC2)n1,-13%,-5%,-6%,7.9µM*,-7%,0%,8%,-16%
CN1CCc2c(c3c(n2C)CCN(C)[C@@H]3c2cccnc2)[C@H]1c1cccnc1,19%,10%,-4%,-19%,0%,-16%,1%,1%
CCOc1ccc(S(=O)(=O)N2CCC(C(=O)N3CCN(c4ccccc4)CC3)CC2)cc1,-18%,19%,-11%,-6%,3%,i,-1%,-5%
Cc1ncn(-c2ccc(C(=O)Oc3ccccc3)cn2)n1,-13%,14%,10%,6%,2%,i,0%,3%
CC(C)(C)n1nc2c(c1NC(=O)c1ccc(F)c(F)c1)CS(=O)(=O)C2,0%,-9%,2%,1%,-2%,i,11%,19%
COc1ccc(CNC(=O)CCN2C(=O)c3ccncc3C2=O)cc1OC,0%,-6%,-3%,1%,-1%,i,1%,4%
CCOc1ccccc1-c1nc(CN2CCCN(C(=O)c3ccco3)CC2)c(C)o1,9%,6%,20%,.,-5%,i,3%,-1%
COc1ccccc1-c1cnc(C(O)c2cc(Cl)cc(Cl)c2)[nH]1 (centres undefined),-10%,26%,-8%,-16%,6%,i,18%,-19%
CCn1c(Cc2ccc(OC)cc2)nnc1SCC(=O)N1CCN(c2ccccc2)CC1,-3%,?,4%,7%,3%,-38%[inhibitor],8%,2%
Cc1cccc(Nc2nc(N)nc(CSC(=S)N3CCOCC3)n2)c1,0%,-19%,7%,10%,5%,-61%[inhibitor],1%,-16%
c1cn2c(Nc3ccc4c(c3)OCCO4)c(-c3ccc(N4CCOCC4)cc3)nc2cn1,-4%,11%,0%,12%,5%,i,17%,10%
COCc1cc(C)n(CC(=O)OC)c(=O)c1C#N,18%,-4%,5%,-20%,-5%,i,10%,-2%

# 3 compounds already listed, ordered by the number in EPAC1 antagonist, largest number first:
SMILES | EPAC1 antagonist
COCc1cc(C)n(CC(=O)OC)c(=O)c1C#N | 18%
CCOc1ccccc1-c1nc(CN2CCCN(C(=O)c3ccco3)CC2)c(C)o1 | 9%
CCOc1ccc(S(=O)(=O)N2CCC(C(=O)N3CCN(c4ccccc4)CC3)CC2)cc1 | -18%

# Additional results:
SMILES,EPAC1 antagonist,TDP43 rescue,EPAC2 antagonist,FUS yeast rescue,aSyn rescue,PTHR1 ag,EPAC2 ag,EPAC1 ag
Nc1ncnc(N2CCOCC2)n1,-3%,29%,0%,.,-1%,i,8%,-4%
CNc1nc(N)c([N+](=O)[O-])c(NCCO)n1,0%,13%,5%,0%,6%,i,9%,2%
CCCc1cc(=O)oc2c(C)c(OCC(=O)NC3CCN(Cc4ccccc4)CC3)ccc12,-1%,-4%,0%,-3%,-8%,i,2%,5%
Cn1c(=O)n(C)c2cc(C(=O)c3ccccc3)ccc21,5%,-8%,6%,?,?,i,9%,-2%
CCn1c(=NC(=O)c2ccco2)sc2cccc(F)c21,?,?,-19%,-25%,3%,i,12%,-4%
O=C1c2c(Br)c(Br)c(Br)c(Br)c2C(=O)N1c1ccccn1,-26%,?,?,-24%,0%,-43%[inhibitor],1%,13%
CCOC(=O)NC(NC(=S)Nc1ccc(OC)cc1)C(Cl)(Cl)Cl (centres undefined),-15%,-12%,0%,8%,2%,-23%,5%,7%
O=[N+]([O-])c1ccc(O)c(N=Cc2sc3ccccc3c2O)c1,?,-20%,-15%,.,-21%,-73%[inhibitor],2%,-5%
COc1ccc(S(=O)(=O)Nc2cccc(S(=O)(=O)N3CCCCCC3)c2)cc1,-13%,10%,-4%,?,1%,-26%,7%,1%
Cc1ccc(NCc2cccnc2)cc1,2%,-13%,-4%,35%,-4%,i,3%,-2%

# Part of the list above in another layout:
Compound	EPAC1 antagonist	TDP43 rescue	EPAC2 antagonist	FUS yeast rescue	aSyn rescue	PTHR1 ag	EPAC2 ag	EPAC1 ag
O=[N+]([O-])c1ccc(O)c(N=Cc2sc3ccccc3c2O)c1	?	-20%	-15%	.	-21%	-73%[inhibitor]	2%	-5%
CCCc1cc(=O)oc2c(C)c(OCC(=O)NC3CCN(Cc4ccccc4)CC3)ccc12	-1%	-4%	0%	-3%	-8%	i	2%	5%
CCn1c(=NC(=O)c2ccco2)sc2cccc(F)c21	?	?	-19%	-25%	3%	i	12%	-4%
CNc1nc(N)c([N+](=O)[O-])c(NCCO)n1	0%	13%	5%	0%	6%	i	9%	2%
O=C1c2c(Br)c(Br)c(Br)c(Br)c2C(=O)N1c1ccccn1	-26%	?	?	-24%	0%	-43%[inhibitor]	1%	13%

# (next part)
SMILES,EPAC1 antagonist,TDP43 rescue,EPAC2 antagonist,FUS yeast rescue,aSyn rescue,PTHR1 ag,EPAC2 ag,EPAC1 ag
COc1ccc(CNC(=O)CCSc2ccc(F)cc2)cc1OC,-4%,20%,5%,2%,8%,-20%,2%,7%
CCOC(=O)Cc1cnc(NC(=O)CSc2nc3ncnc(N)c3[nH]2)s1,-13%,14%,0%,-10%,2%,-41%[inhibitor],6%,-4%
O=C(N/N=C/c1ccccc1)c1ccco1,-2%,19%,3%,-20%,9%,i,8%,2%
Cc1ccc(S(=O)(=O)Nc2c(O)ccc3ccccc23)cc1,-7%,17%,-11%,12%,6%,i,3%,1%
COc1ccc(-n2c(SCC(=O)Nc3ccc4c(c3)OCO4)nc3c(c2=O)SCC3)cc1,4%,20%,3%,1%,-10%,-2%,10%,4%
CC1(C)CC(NC(=O)c2coc(=O)c(Br)c2)CC(C)(C)N1,-2%,-12%,0%,-4%,-2%,i,0%[15.6 µM],-3%
CCOCCCNCc1ccc(OC)cc1,-2%,-8%,-1%,-11%,-9%,i,13%,10%
O=C(NC(=S)Nc1ccc(Br)cn1)c1cccnc1,4%,-3%,-5%,-3%,5%,-8%,7%,9%
CCc1n[nH]c(=S)n1/N=C/c1c[nH]c2ccc(Br)cc12,?,-18%,-19%,26%,1%,i,4%,1%
COc1ccc(C2C(C#N)=C(N)SC(N)=C2C#N)cc1OC,6%,24%,13%,.,2%,i,11%,10%
Cc1ccc(C)c(NCC(O)c2ccccc2)c1 (centres undefined),3%,29%,-7%,-5%,10%,-8%,-3%,-4%
O=C(O)C(Cc1ccc(O)c([N+](=O)[O-])c1)N1C(=O)c2ccccc2C1=O (centres undefined),-5%,16%,-1%,.,9%,i,4%,-1%
O=C(NC(c1ccc2c(c1)OCO2)c1ccccn1)C1CCN(CCOc2ccc(Cl)cc2Cl)CC1 (centres undefined),-3%,-2%,3%,15%,-1%,-15%,12%,-6%
CCc1sc(C(=O)NCCCn2ccnc2)cc1Br,9%,14%,-7%,20%,1%,-41%[inhibitor],5%,3%
O=C(NCc1ccco1)C(c1ccccc1F)N(Cc1cccnc1)C(=O)Cn1nnc2ccccc21 (centres undefined),-15%,-13%,-9%,-3%,-2%,-4%[57.5 µM],15%,-1%
Cc1cc(C)n(-c2nc3ccccc3c(=O)n2OCCOc2ccccc2)n1,-4%,14%,11%,6%,?,-19%,4%,-6%
O=C(CNC(=O)C1CCCCC1)NCc1ccco1,-12%,-8%,1%,17%,-3%,-11%,7%,6%
Cc1cc(C)c(OCCCCCNCCO)c(C)c1,5%,-21%,-4%,18%,-1%,i,13%,4%
CC1CCCC(C)N1C(=O)c1cc(-c2ccc3c(c2)OCO3)on1 (centres undefined),-19%,23%,-7%,4%,0%,-26%,7%,-2%
Cc1cccc(NC(=O)c2ccc3ccccc3n2)c1C,-10%,20%,-1%,-15%,-5%,-6%[57.5 µM],16%,-3%
CCN(CC)C(=O)Cn1cc([N+](=O)[O-])cc1[N+](=O)[O-],-20%,-10%,14%,8%,-1%,i,3%,-9%
CCCNC(=O)c1cccc(COCC(F)(F)C(F)F)c1,0%,-2%,-8%,-15%,-8%,-2%[57.5 µM],6%,7%
CCC(C)NC(=O)NC(=O)CSc1nnc(-c2ccccc2F)n1C1CC1 (centres undefined),18%,-15%,5%,23%,-2%,-20%,1%,10%
COC(=O)c1c(-c2ccccc2)csc1N1C(=O)Nc2ccccc2N1O,3%,-10%,-5%,19%,23%,-70%[inhibitor],5%,4%
COc1ccccc1CNC(=O)CN1C(=O)NC2(CCCCCCC2)C1=O,-18%,-13%,6%,0%,-4%,-14%,3%,-5%

# Bioassay records as filed in PubChem BioAssay.
